Rv3671c protease: inhibitors of M. tuberculosis serine protease Rv3671c; hit rate 0.048% among 320,000; inhibition, % at 5.96 µM; AID 2606; P9WHR9; in the data active = inhibition above about 38%;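 also: extracellular domain of Rv3671c used as enzyme; 0% = enzyme with DMSO and 100% = no enzyme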
Target sequence (P9WHR9 whole entry, looked up, the tested form may be a part): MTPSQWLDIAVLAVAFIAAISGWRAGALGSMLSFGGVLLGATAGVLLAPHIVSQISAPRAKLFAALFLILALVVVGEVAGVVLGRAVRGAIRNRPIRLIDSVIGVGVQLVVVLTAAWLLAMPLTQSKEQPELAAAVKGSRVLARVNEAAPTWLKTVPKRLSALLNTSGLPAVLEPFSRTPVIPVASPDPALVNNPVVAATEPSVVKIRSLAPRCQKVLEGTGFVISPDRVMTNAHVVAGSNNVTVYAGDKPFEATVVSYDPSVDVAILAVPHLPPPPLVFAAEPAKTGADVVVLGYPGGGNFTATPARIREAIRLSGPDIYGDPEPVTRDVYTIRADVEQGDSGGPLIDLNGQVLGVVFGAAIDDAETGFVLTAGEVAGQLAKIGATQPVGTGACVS
Mtb FBA inh: inhibitors of M. tuberculosis fructose-bisphosphate aldolase; P9WQA3; purified M. tuberculosis FBA, fluorescence read-out; inhibition, % at 1 µM; hit rate 2.3% among 360,000; AID 588726; in the data active = inhibition above about 27%;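 also: 0% = vehicle and 100% = reference inhibitor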
PrPC TRFRET: cell surface PrPC inhibition, primary TR-FRET screen. P04156. TR-FRET read-out. AID 720596. inhibition, % at 13.8 µM. hit rate 0.43% among 370,000; in the data active = inhibition above about 24%; also: 0% = median of the test wells and 100% = reference compound wells
FadD28 FP inh: M. tuberculosis FadD28 bisubstrate binding inhibition | FadD28 bisubstrate probe binding, fluorescence polarization | hit rate 0.22% among 360,000 | inhibition, % at 12.5 µM; in the data active = inhibition above about 8.5%, passing the limit was not always enough; inconclusive = no clear call, values can overlap the other calls
UGM FP inh: blocks M. tuberculosis UGM enzyme; hit rate 0.06% among 320,000; purified UGM, fluorescence polarization probe displacement; inhibition, % at 10 µM; P9WIQ1; AID 504406; in the data active = inhibition above about 10%, passing the limit was not always enough; inconclusive = no clear call, values can overlap the other calls
Target sequence (P9WIQ1 whole entry, looked up): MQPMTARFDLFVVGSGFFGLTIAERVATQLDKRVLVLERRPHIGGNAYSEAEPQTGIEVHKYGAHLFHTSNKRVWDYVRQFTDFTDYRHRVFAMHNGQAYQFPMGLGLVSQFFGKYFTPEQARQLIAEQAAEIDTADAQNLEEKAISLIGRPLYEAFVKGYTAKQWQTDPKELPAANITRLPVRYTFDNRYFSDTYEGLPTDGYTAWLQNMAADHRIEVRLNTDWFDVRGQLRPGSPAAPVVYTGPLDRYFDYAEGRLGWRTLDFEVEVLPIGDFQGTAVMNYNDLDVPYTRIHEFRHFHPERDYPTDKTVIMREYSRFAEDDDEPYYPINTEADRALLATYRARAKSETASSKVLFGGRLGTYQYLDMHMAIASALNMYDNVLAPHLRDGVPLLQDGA
GDH-TPI counter: GDH-TPI coupled enzyme inhibition counter-screen. GDH-TPI coupled enzyme counterscreen, NADH absorbance. AID 588335. hit rate 1.2% among 360,000. inhibition, % at 4.8 µM; in the data active = inhibition above about 30%;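 also: 0% = DMSO wells and 100% = wells lacking the enzyme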
Mtb BioA inh: BioA (M. tuberculosis) enzyme inhibition; purified M. tuberculosis BioA enzyme, plate reader; inhibition, % at 9.99 µM; hit rate 0.096% among 360,000; AID 602481; in the data active = inhibition above about 40%; inconclusive = no clear call, values can overlap the other calls
MazEF act: MazEF (E. coli) toxin RNase activation; hit rate 0.32% among 350,000; activation, % at 20 µM; FAM/BHQ RNA-DNA oligo cleavage fluorescence, 5 h; P0AE70; in the data active = activation above about 50%
Target sequence (P0AE70 whole entry, looked up): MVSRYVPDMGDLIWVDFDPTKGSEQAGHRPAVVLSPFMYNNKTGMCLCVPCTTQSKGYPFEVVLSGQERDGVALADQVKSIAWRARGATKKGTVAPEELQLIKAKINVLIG
BoNT-F LC inh: inhibitors of Botulinum neurotoxin F light chain protease; inhibition, % at 10 µM; Multiplex microsphere protease cleavage assay, flow cytometry; hit rate 0.22% among 360,000; in the data active = inhibition above about 35%, passing the limit was not always enough; inconclusive = no clear call, values can overlap the other calls; also: plate controls were buffer without enzyme for full effect and enzyme alone for no effect
* hit, by the source's call; ? = inconclusive; / = no result given.

mol	Rv3671c protease	Mtb FBA inh	PrPC TRFRET	FadD28 FP inh	UGM FP inh	GDH-TPI counter	Mtb BioA inh	MazEF act	BoNT-F LC inh
COc1cccc(Cl)c1NC(=O)N1CCc2c([nH]c3ccccc23)C1C(F)(F)F (stereo unspecified)	-8	-2	-3	-2.1	-0.3	-6	/	2	-5
CC(=O)NCCc1ccc(S(=O)(=O)N2CCCC2)cc1	1	-1	5	-0.4	-0.2	-4	0.2	1	1
CN1CCN(C(=S)NC(CC(=O)c2ccccc2)c2ccccc2)CC1 (stereo unspecified)	6	-2	-2	-2.3	0.0	-9	/	0	?
CC1(C)CC(NC(=O)C2CCN(S(=O)(=O)c3ccc(Cl)c(C(F)(F)F)c3)CC2)CC(C)(C)N1	/	1	-2	-1.7	/	4	0.5	9	-7
CCOC(=O)N1C(=O)[C@@](c2ccc(Cl)cc2)(C(C)C)N1C(=O)OCC	4	1	5	-0.8	-0.9	0	2.1	4	-1
C[C@@H]1ON(C)[C@H]2C[C@H]3c4cc(N5CCOCC5)ccc4CCN3C(=O)[C@@H]12	/	1	-1	-3.2	/	-6	0.0	1	1
CCN(CC)S(=O)(=O)c1ccc(/C=C/C(=O)Nc2ccc(Br)cc2F)cc1	-62	1	-2	0.3	1.3	3	/	6	-10
O=C(Nc1nnc(SCC(=O)N2CCCc3ccccc32)s1)c1cccc2ccccc12	-18	2	-2	-1.7	0.7	9	/	-1	-3

(listing goes on)
mol	Rv3671c protease	Mtb FBA inh	PrPC TRFRET	FadD28 FP inh	UGM FP inh	GDH-TPI counter	Mtb BioA inh	MazEF act	BoNT-F LC inh
CNS(=O)(=O)c1cccc(C(=O)NCC2(N3CCCCC3)CCCCC2)c1	-7	-1	-10	-3.3	-1.5	7	-0.9	6	4
O=C1Cc2ccccc2C(c2ccccc2)N1 (stereo unspecified)	2	3	4	-3.2	0.1	10	0.4	4	-22
CCOc1ccc(NC(=O)Cn2c(=O)n(CC3CCCO3)c(=O)c3ccccc32)cc1 (stereo unspecified)	7	0	3	-3.5	2.0	-4	-0.5	0	3
COc1ccccc1CN1CC(C(=O)NCC2CCCO2)CC1=O (stereo unspecified)	2	4	6	0.5	-2.0	3	0.0	-4	-4
COc1ccc(C(=O)/C=C/C(=O)N(CC(=O)NC2CCCCC2)Cc2ccc(F)cc2)c(O)c1	/	0	-1	0.0	/	3	1.8	-6	-2
Cc1ccc(O)c(NC(=O)c2noc3c2CCCCC3)c1	3	4	3	-1.6	2.8	-2	-1.3	8	1
CCOC(=O)c1oc2ccccc2c1NC(=O)c1cccs1	-4	-1	-1	-2.0	1.4	0	-0.3	2	2
COc1ccc(-n2cnc3cc(NC(=O)c4ccco4)ccc32)cc1	-1	0	/	-11	2.1	-2	21	6	-7

Carrying on:
mol	Rv3671c protease	Mtb FBA inh	PrPC TRFRET	FadD28 FP inh	UGM FP inh	GDH-TPI counter	Mtb BioA inh	MazEF act	BoNT-F LC inh
O=C(c1ccc2nccnc2c1)N1CCCC(Nc2ccc(F)c(F)c2)C1 (stereo unspecified)	-10	0	1	3.6	-1.3	4	0.0	-5	7
Cc1nnc(SCC(=O)Nc2ccc(N3CCOCC3)cc2)o1	1	-3	-2	-0.4	-1.3	8	0.1	-3	42*
CCc1ccc(S(=O)(=O)NCCc2cn3ccsc3n2)s1	1	2	-1	-0.2	3.5	1	1.0	7	-2
Cc1cc(C)c2sc(N(CCCN(C)C)C(=O)COc3ccc(Cl)cc3)nc2c1	0	1	-18	-17	1.1	-10	-1.7	20	0
CC(C)(c1ccccc1)c1ccc(OCCCN2CCNCC2)cc1	0	0	-13	-6.2	1.8	-4	/	14	-10
c1ccc2c(c1)OCC(c1nnc3sc(-c4cnccn4)nn13)O2 (stereo unspecified)	5	2	-9	-0.3	-1.3	17	-1.2	2	-6
Fc1cccc(Cl)c1C1Nc2cccc3cccc(c23)N1	2	-1	1	-1.8	-2.0	8	-2.2	7	-35
Clc1cccc(OCCCN2CCCC2)c1Cl	-2	2	2	-1.8	-0.1	7	/	-4	3

(listing goes on)
mol	Rv3671c protease	Mtb FBA inh	PrPC TRFRET	FadD28 FP inh	UGM FP inh	GDH-TPI counter	Mtb BioA inh	MazEF act	BoNT-F LC inh
O=C(CC1SC(=O)N(c2ccccc2)C1=O)Nc1ccccc1 (stereo unspecified)	-6	-1	1	-1.7	0.1	-7	/	-15	-4
COc1ccc(C2=CC(c3ccc(OC)c(OC)c3)NC(=S)N2)cc1 (stereo unspecified)	-18	-11	3	-3.9	-0.7	5	-5.5	8	1
O=C(COC(=O)c1cccnc1Cl)c1cccc(Cl)c1	-2	0	-3	-5.8	-1.0	-1	0.3	0	-4
CCCCCC(=O)N1CCCCC1	-17	-2	-1	-1.8	-1.3	4	-0.8	-1	?
CN(C(=O)CC1C(=O)NCCN1C/C=C/c1ccccc1)C1CCOCC1 (stereo unspecified)	4	0	8	-2.0	0.2	-4	/	-3	-6
c1ccc(CCn2nnnc2C(c2cccnc2)N2CCN(c3nc4ccccc4s3)CC2)cc1 (stereo unspecified)	-6	-3	-6	-2.7	-0.6	2	-0.5	2	-15
N=C1SCC(=O)N1Cc1ccccc1	2	1	-6	-1.4	-2.2	-1	/	-11	4
Cc1cc2c(ccc3c2no[n+]3[O-])nn1	4	1	-19	0.3	-0.1	5	-0.5	-1	-1

The results go on.
mol	Rv3671c protease	Mtb FBA inh	PrPC TRFRET	FadD28 FP inh	UGM FP inh	GDH-TPI counter	Mtb BioA inh	MazEF act	BoNT-F LC inh
Cc1c(Cc2ccccc2)c(=O)oc2c(C)c(OCc3nn[nH]n3)ccc12	-9	66*	13	-34	-1.9	18	15	-4	-26
Cc1cc(NS(=O)(=O)c2ccc(Cl)cc2)nn1CC(=O)NCc1ccco1	-11	4	0	1.3	-0.6	-5	-0.6	2	1
CC(C)CC1Nc2ncnc(N3CCCCC3)c2N(Cc2ccccc2)C1=O (stereo unspecified)	3	5	/	0.1	0.4	5	-2.7	0	-2
CC(NC(=O)c1ccccc1Cl)C(=O)Nc1ccc2c(c1)OCO2 (stereo unspecified)	/	1	2	-2.1	/	0	/	1	-13
Cn1nc(C(F)(F)F)c(C(=O)Nc2ccc(F)cc2F)c1Oc1cccc(Cl)c1	0	1	4	-0.2	2.7	7	-0.8	-3	1
CCCn1c(SCCN2CCOCC2)nc2c1c(=O)n(C)c(=O)n2C	/	0	3	0.4	-2.7	-5	5.3	6	-43
O=C1COc2ccc(C(=O)COC(=O)/C=C/c3ccc(Br)o3)cc2N1	1	3	-8	-0.1	3.2	11	-2.5	-28	-2
Cc1ccc(OCCOCCN2CCCCC2)c([N+](=O)[O-])c1	1	1	-1	-5.3	-1.8	-3	/	10	-10

5 compounds out of the list, sorted by length of the SMILES, lowest first.
mol	Rv3671c protease	Mtb FBA inh	PrPC TRFRET	FadD28 FP inh	UGM FP inh	GDH-TPI counter	Mtb BioA inh	MazEF act	BoNT-F LC inh
Cc1ccc(OCCOCCN2CCCCC2)c([N+](=O)[O-])c1	1	1	-1	-5.3	-1.8	-3	/	10	-10
CC(NC(=O)c1ccccc1Cl)C(=O)Nc1ccc2c(c1)OCO2 (stereo unspecified)	/	1	2	-2.1	/	0	/	1	-13
CC(C)CC1Nc2ncnc(N3CCCCC3)c2N(Cc2ccccc2)C1=O (stereo unspecified)	3	5	/	0.1	0.4	5	-2.7	0	-2
O=C1COc2ccc(C(=O)COC(=O)/C=C/c3ccc(Br)o3)cc2N1	1	3	-8	-0.1	3.2	11	-2.5	-28	-2
Cc1c(Cc2ccccc2)c(=O)oc2c(C)c(OCc3nn[nH]n3)ccc12	-9	66*	13	-34	-1.9	18	15	-4	-26

Continuation:
mol	Rv3671c protease	Mtb FBA inh	PrPC TRFRET	FadD28 FP inh	UGM FP inh	GDH-TPI counter	Mtb BioA inh	MazEF act	BoNT-F LC inh
O=C(Nc1ccc(Cl)c(Cl)c1)N1CCSC1c1ccco1 (stereo unspecified)	-14	-3	10	-6.1	-0.6	-8	4.5	26	4
Cc1ccc2cc(C#N)c(N3CCCN(S(=O)(=O)c4ccccc4)CC3)nc2c1	-7	8	1	-6.2	0.9	11	-1.6	-17	-2
CN(Cc1ccccc1)C(=O)CCS(=O)(=O)c1cc2c(cc1Cl)NC(=O)CO2	3	-1	-2	-4.1	-1.6	1	2.7	2	-5
Cc1ccc(NC(=O)CCNC(=O)c2ccc(Cl)cc2)nc1	-7	3	-2	-2.1	-0.1	0	-1.1	2	1
Cc1ccc(-c2nc(NC(=O)CSc3nnc4scc(-c5ccccc5)n34)ns2)cc1	4	1	6	-1.5	0.1	6	-2.4	-21	-6
CC(=O)NNc1ncnc2c1cnn2-c1ccc(C)c(Cl)c1	1	7	6	-2.0	-1.3	-3	/	8	-3
CC1(C)CC(=O)c2sc(NS(=O)(=O)c3ccc([N+](=O)[O-])cc3)nc2C1	8	-2	-31	-5.3	2.7	19	-1.3	3	-5
O=C(/C=C/c1ccc(Cl)cc1Cl)Nc1ccncc1	-26	3	-3	-1.5	-1.2	8	/	18	-6

(list continues)
mol	Rv3671c protease	Mtb FBA inh	PrPC TRFRET	FadD28 FP inh	UGM FP inh	GDH-TPI counter	Mtb BioA inh	MazEF act	BoNT-F LC inh
O=C(NCCc1csc(-c2cccnc2)n1)c1cccc2ccccc12	5	1	-11	-0.7	0.0	5	4.7	5	-34
COC(=O)C1=C(C)N(Cc2ccccc2)C(=NCCN2CCOCC2)N[C@H]1CCc1ccccc1	4	3	-3	-0.7	0.5	8	-0.2	0	8
COc1ccc(CCNC(=O)CN(Cc2ccc(Cl)cc2)S(C)(=O)=O)cc1OC	4	0	6	-1.9	2.8	-7	-1.5	9	1
COc1cccc(/C=C/C(=O)OCC(=O)N2CCN(S(=O)(=O)c3ccc(Cl)cc3)CC2)c1	-7	4	-1	-3.7	1.5	12	-0.6	3	3
O=C(N/N=C/c1ccc2ncccc2c1)c1ccco1	-2	-2	-18	-1.6	0.9	19	/	8	2
Cc1cc(C)c(-n2c(SCCS(=O)(=O)c3ccc(F)cc3)n[nH]c2=O)c(C)c1	4	4	-6	-1.7	3.3	2	/	5	-1
CCOC(=O)N1CCC(Nc2c(N3CCN(c4cccc(C(F)(F)F)c4)CC3)c(=O)c2=O)CC1	2	0	-9	-2.6	/	-5	1.6	-5	-6
Cc1ccc(C(=O)CC2(O)C(=O)N(C)c3ccc(Br)cc32)c(C)c1 (stereo unspecified)	2	-1	5	-1.1	1.6	-1	1.8	9	-6

The listing continues.
mol	Rv3671c protease	Mtb FBA inh	PrPC TRFRET	FadD28 FP inh	UGM FP inh	GDH-TPI counter	Mtb BioA inh	MazEF act	BoNT-F LC inh
Cc1cccc2cc(C#N)c(SCc3nnc(-c4ccccc4[N+](=O)[O-])o3)nc12	-4	1	-3	-0.6	0.5	4	/	14	-2
COc1ccc(-c2cc(C(F)F)n3ncc(C(=O)N4CCN(C(=O)c5ccco5)CC4)c3n2)cc1	-2	25	-16	-2.9	1.8	22	2.1	-1	-8
S=c1sc2c(N3CCN(Cc4ccccc4)CC3)ncnc2n1-c1ccccc1	-6	2	-3	-0.3	0.3	6	-0.6	3	-4
CCn1c(O)c(/C=N/N=C/c2ccc(OC)cc2)c2cc(C3=NNC(=O)CC3)ccc21	1	6	-1	1.2	1.7	6	-1.3	-944	4
CC1CCN(c2ccc3nnc(CCC(=O)N4CCCCC4)n3n2)CC1	6	4	0	1.0	-2.2	-6	4.3	9	3
O=C(CN1C(=O)CCSc2ccc(S(=O)(=O)N3CCOCC3)cc21)Nc1cccc(F)c1	-3	-1	6	-3.5	1.5	3	-1.4	1	-8
